# TexasRed fluor = Total Fluorescence Counterscreen for Inhibitors of the Interaction of Thyroid Hormone Receptor and Steroid Receptor Coregulator 2 | 280,000 compounds, 0.29% hits | TRb/SRC2 Texas Red total fluorescence interference | Potency, µM (titrated, usually from 106 µM), without a hit: top-dose fluorescence change, negative = quenching | AID 1479, 2009; active means well fitted curve in either direction with a large enough effect; inconclusive means small, poorly fitted or top-dose-only effect
#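 Human TRβ ligand-binding domain (0.6 uM) and Texas Red SRC2 peptide (20 nM) in Tris buffer with 1 uM T3 and 5% DMSO were incubated with pinned compound for 5 hr at ambient temperature. Total fluorescence was computed as S + 2P (555/632 nm).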
# TRb-SRC2 inh = qHTS for Inhibitors of the Interaction of Thyroid Hormone Receptor and Steroid Receptor Coregulator 2 | 280,000 compounds, 0.065% hits | AID 1469, 2008 | Thyroid hormone receptor beta (Homo sapiens), P10828 | Potency, µM (titrated, usually from 106 µM), without a hit: at the highest dose activity change, negative = inhibition, most hits filed as inhibitors | TRbeta-SRC2 peptide binding, fluorescence polarization; receptor liganded with 1 µM T3;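 further: plate controls were bound peptide for no effect and peptide without receptor for full effect; nearly all actives have a fitted effect of over 50% in size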
#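 Each compound concentration gave % activity, normalized to unbound and bound Texas Red SRC2 controls, from polarization read after 5 hr ambient incubation with T3-loaded human TRb LBD.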
# RECQ1 inh = qHTS Assay for Inhibitors of RecQ-Like Dna Helicase 1 (RECQ1); ATP-dependent DNA helicase Q1 (Homo sapiens), P46063; RECQ1 DNA unwinding, red fluorescence kinetic read; Potency, µM (doses to about 57.3 µM), inactives show at the top dose activity, negative = inhibition, hits mostly inhibitors; 240,000 compounds, 0.54% hits; AID 2549, 2010;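 further: plate controls were vehicle for no effect and no enzyme for full effect; nearly all actives have a fitted effect of over 30% in size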
#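 RECQ1T1 50 nM; forked duplex (20 bp + 30-nt ss tails) 200 nM, ATP 2 mM final; pH 8.0, 2 mM MgCl2, 2.5 ug/ml poly(dI-dC); 15 min compound preincubation; discontinuous kinetic read over 2 h at RT.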
# Tau ThT inhib = qHTS for Inhibitors of Tau Fibril Formation, Thioflavin T Binding; recombinant tau K18 P301L (four-repeat tau fragment), heparin-induced fibrillization, ThT fluorescence; Potency, µM (doses to about 57.4 µM), for the others: at the highest dose activity, negative = inhibition, hits mostly inhibitors; 270,000 compounds, 2.1% hits; AID 1460, 2008; further: nearly all actives have a fitted effect of over 55% in size
# Target sequence (P10636 561-689 P618L limits assumed): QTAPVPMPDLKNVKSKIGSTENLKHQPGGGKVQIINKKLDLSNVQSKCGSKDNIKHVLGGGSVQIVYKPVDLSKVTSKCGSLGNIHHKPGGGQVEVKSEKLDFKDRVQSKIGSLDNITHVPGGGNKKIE
#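 Tau K18 P301L fragment (15 uM unlabeled plus 0.24 uM Alexa 594-labeled) in 100 mM sodium acetate pH 7 with compound, fibrillization induced by 20 uM heparin for 6 hr at 37 C. Thioflavin T (30 uM) added, fluorescence read after 1 hr (ex 450, em 510 nm).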
# KDM4E inh = qHTS Assay for Inhibitors of Human Jumonji Domain Containing 2E (JMJD2E); Lysine-specific demethylase 4E (Homo sapiens), B2RXH2; JMJD2E catalytic domain, FDH-coupled NADH fluorescence (FDH is formaldehyde dehydrogenase); Potency, µM (highest dose often 57.1 µM), inactives show at the top dose activity change, negative = inhibition, most hits filed as inhibitors; 230,000 compounds, 1.6% hits; AID 2147, 2009; active means well fitted inhibition curve with a large enough effect, not every such curve was filed as active; inconclusive means small, poorly fitted or top-dose-only effect, or another doubt; inactive means no such curve, though single readings can be large or run the other way;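 further: 0% = wells with enzyme and -100% = buffer wells without enzyme; nearly all actives have a fitted effect of over 50% in size; many of its hits are not listed in these tables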
# Target sequence (B2RXH2 1-337 limits assumed): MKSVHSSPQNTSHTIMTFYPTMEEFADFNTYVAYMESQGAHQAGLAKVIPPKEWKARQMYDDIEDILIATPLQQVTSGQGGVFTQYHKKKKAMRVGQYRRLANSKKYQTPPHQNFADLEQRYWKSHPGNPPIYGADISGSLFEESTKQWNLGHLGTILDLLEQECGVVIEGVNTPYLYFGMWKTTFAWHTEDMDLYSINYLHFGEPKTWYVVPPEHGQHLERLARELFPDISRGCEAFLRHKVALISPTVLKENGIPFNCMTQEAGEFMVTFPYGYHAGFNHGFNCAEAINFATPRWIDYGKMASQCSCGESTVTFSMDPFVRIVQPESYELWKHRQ
# Tau FP inhib = qHTS for Inhibitors of Tau Fibril Formation, Fluorescence Polarization | 280,000 compounds, 0.39% hits | Potency, µM (series often up to 57.7 µM), inactives show at the top dose activity, negative = inhibition, most hits filed as inhibitors | K18 P301L tau heparin fibrillization, Alexa594 FP, 6 h | Microtubule-associated protein tau (Homo sapiens), P10636 | AID 1468, 2008; further: nearly all actives have a fitted effect of over 55% in size
#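 Human K18 P301L fragment (15 uM unlabeled plus 0.24 uM Alexa 594-labeled) in 100 mM sodium acetate pH 7 with compound, aggregation induced by 20 uM heparin for 6 hr at 37 C. ThT (30 uM) added for 1 hr, then Alexa 594 FP read.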
# L3MBTL1 block = qHTS Assay for the Inhibitors of L3MBTL1. Lethal(3)malignant brain tumor-like protein 1 (Homo sapiens), Q9Y468. AlphaScreen L3MBTL1–H3K9me1 peptide binding. Potency, µM (titrated, usually from 57.1 µM), inactives show top-dose activity, negative = inhibition, hits mostly inhibitors. 230,000 compounds, 0.66% hits; further: nearly all actives have a fitted effect of over 60% in size
#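 AlphaScreen assay: L3MBTL1 (50 nM final) was preincubated 30 min at room temperature with biotinylated H3(1-15)K9me1 peptide (75 nM final), then 30 min with library compounds; streptavidin donor and nickel chelate acceptor beads (10 ug/mL final) added, 30 min dark.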
# RGS12 GoLoco inh = qHTS Assay for Inhibitors of RGS12 GoLoco Motif Activity (Red Fluorophore) | Potency, µM (series often up to 61.6 µM), for inactives: at the top dose activity, negative = inhibition, actives largely listed as inhibitors | Gai1:RGS12 GoLoco peptide FP, rhodamine, 10 min | Guanine nucleotide-binding protein G(i) subunit alpha-1 (Homo sapiens), P63096 | AID 880, 2007 | 230,000 compounds, 0.44% hits; active means well fitted inhibition curve with a large enough effect, not every such curve was filed as active; inactive means no such curve, though single readings can be large or run the other way; further: nearly all actives have a fitted effect of over 30% in size; many of its hits are not listed in these tables
# Target sequence (P63096 whole entry, looked up): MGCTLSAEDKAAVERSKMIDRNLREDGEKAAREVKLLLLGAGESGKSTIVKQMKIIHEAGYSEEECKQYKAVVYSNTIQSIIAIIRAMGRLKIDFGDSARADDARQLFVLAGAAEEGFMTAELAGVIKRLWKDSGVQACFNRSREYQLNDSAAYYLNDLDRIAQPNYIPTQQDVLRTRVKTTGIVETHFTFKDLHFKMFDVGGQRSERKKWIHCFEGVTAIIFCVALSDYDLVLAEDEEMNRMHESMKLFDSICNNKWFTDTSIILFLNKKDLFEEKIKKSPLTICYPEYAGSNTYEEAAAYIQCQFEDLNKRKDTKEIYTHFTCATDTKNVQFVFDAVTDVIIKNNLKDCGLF
# An asterisk follows results filed as active; i = inactive; ? = inconclusive; · = not tested or not shown; & = joins results of further samples; [ ] = dose if it differs, or a comment. Unless noted, the call rests on the fitted dose curve; in most records, active means well fitted curve in the direction sought with a large enough effect; inconclusive means small, poorly fitted or top-dose-only effect, or another doubt; inactive means no such curve, though single readings can be large; an effect the other way counts as inactive or inconclusive. Unless noted, on the % scale 0 is the no-effect control and ±100 the full control effect; potency means the concentration at half of the fitted maximal effect. These rows are one share of the data. The share of hits here may be higher or lower than overall.
SMILES,TexasRed fluor,TRb-SRC2 inh,RECQ1 inh,Tau ThT inhib,KDM4E inh,Tau FP inhib,L3MBTL1 block,RGS12 GoLoco inh
Cn1cccc1CNCCc1ccccc1F,-2.0%,-3.7%,-7.1%,-17.4%,-3.5%,8.9%,-3.5%,3.3%
Oc1ccc2c3c1O[C@H]1c4[nH]c5ccccc5c4C[C@@]4(O)C(C2)N(CC2CC2)CC[C@]314,-1.2%,-6.5%,-9.4%,?,10.8%,7.3%,·,7.0%
Cc1cc(/C=C2\C(=O)NC(=O)N(C)C2=O)c(C)n1-c1ccc2c(c1)OCO2,-3.4%,0.7%,-1.6%,?,-13.3%,-9.9%,-12.0%,10.4%
O=P(CCl)(Nc1ccccc1)C(Cl)(Cl)Cl (configuration not stated),-1.0%,-3.6%,?,9.1%,-1.2%,-5.5%,0.8%,12.6%
CC(C)OP(=O)(Oc1ccc(C(O)C(Cl)(Cl)Cl)cc1)OC(C)C (configuration not stated),-3.6%,-3.8%,-4.0%,-5.5%,-1.4%,5.7%,-6.1%,2.1%
CNC(=O)N(C)c1ccc(C(O)(C(=O)OC)C(F)(F)F)cc1 (configuration not stated),-3.7%,-5.6%,-8.0%,-1.4%,3.1%,-4.0%,-10.7%,4.1%
Cc1ccsc1/C=N/NC(=O)Cc1cc(=O)[nH][nH]1,-3.4%,0.3%,-4.5%,-14.2%,?,-8.2%,-5.5%,2.3%
COc1ccc(-c2cc(=Nc3cccc(C(=O)O)c3)c3cc(C)ccc3o2)cc1,-2.3%,3.2%,-1.1%,?,?,-2.5%,·,2.4%
CC(O)(CS(=O)(=O)c1ccccc1)C(=O)Nc1ccc(C(F)(F)F)cc1 (configuration not stated),4.9%,-1.8%,-18.6%,-3.5%,-3.7%,-5.4%,2.2%,-0.1%
C=C1C2CC[C@@]3(C)C(c4ccoc4)OC(=O)C[C@@]13OC1CC(=O)C(C)(C)C(C(OC(C)=O)C(=O)OC)[C@@]12C (some centres not stated),0.9%,2.4%,7.1%,8.5%,0.0%,7.1%,·,-0.9%
CC#CP(=O)(OCC)C(O)(c1ccccc1)C(F)(F)F (configuration not stated),2.4%,-3.4%,-6.3%,0.3%,11.1%,2.6%,12.3%,7.7%
COc1ccc(CNC(C)Cc2cccs2)cc1 (configuration not stated),-6.5%,1.6%,-12.4%,7.4%,-4.8%,-2.4%,?,10.7%
COc1ccccc1-n1c(O)c(/C=N/NC(=S)Nc2ccccc2)c(=O)[nH]c1=S,-6.1%,-2.1%,-5.1%,?,28.2µM*,-1.9%,40.6%[activator],23.9%
CCOC(=O)c1c(C)n(Cc2ccc(F)cc2)c2ccc(O)cc12,-2.7%,-4.1%,-30.0%,-15.3%,?,20.6%,-7.2%,-13.0%
O=C(O)c1nonc1-c1nonc1C(=O)O,-2.8%,2.6%,1.0%,10.7%,0.2%,2.8%,7.4%,0.3%
CCCS(=O)(=O)N1CCC(C(=O)N2CCC3(CC2)OCCO3)CC1,3.0%,6.1%,-2.2%,-7.3%,-1.1%,2.0%,-3.5%,·
Cc1ccc(N)cc1N,2.4%[201 µM],-2.7%[201 µM],-2.2%,·,·,·,-9.1%,3.8%
CCCN1CCC[C@H](c2cccc(O)c2)C1,-2.0%,-7.1%,-2.9%,-2.7%,-5.1%,0.7%,8.0%,-5.3%
COC(=O)[C@@]1(C#N)[C@@H]2C=CC(C(C)=O)=CN2[C@@H](C(N)=O)[C@@H]1c1ccc(F)cc1,2.0%,6.9%,i,-20.6%,?,-6.3%,-15.1%,-8.3%
CCCCCCN=Cc1c(O)n(C)c(=O)n(C)c1=O,-1.7%,0.6%,-13.1%,?,-22.0%,-2.8%,4.4%,-4.3%
CCOC(=O)N(C)c1ccc(C(O)(C(=O)OC)C(F)(F)F)cc1 (configuration not stated),-0.5%,-2.0%,-2.9%,1.4%,10.9%,-5.7%,-1.0%,15.7%
O=P(Oc1ccccc1)(Oc1ccccc1)N1CCN(c2ccc(F)cc2)CC1,-4.0%,2.5%,-15.0%,?,-6.9%,0.3%,-9.8%,0.4%
Cc1ccc(Cn2nnnc2CN2CCC(n3nnc4cc(C)ccc43)CC2)cc1,-5.0%,-4.5%,-11.4%,-16.7%,4.0%,8.0%,-2.3%,0.2%
CCCCCCCCCC(=O)O[C@H]1CC[C@H]2[C@@H]3CCC4=CC(=O)CC[C@@H]4[C@H]3CC[C@]12C,-1.6%,8.3%,-6.2%,?,·,?,·,12.5%
CCCCn1c(O)c(C(C)=Nc2cccc(C(=O)O)c2)c(=O)[nH]c1=O,1.4%,2.0%,-16.1%,-8.4%,?,6.6%,-2.2%,7.0%
CCC(C)n1c(O)c(C=NCC2CCCO2)c(=O)[nH]c1=S (configuration not stated),-4.1%,2.6%,0.4%,2.4%,8.3%,4.8%,-2.7%,-7.2%
Cc1nn(Cc2ccc(Cl)cc2Cl)c(Cl)c1C(=O)NC1CCCc2ccccc21 (configuration not stated),-1.0%,1.9%,4.4%,5.9%,5.5%,0.4%,-17.1%,-16.2%
COc1ccc(CCNCc2ccc(OC)c(OC)c2OC)cc1,2.2%,3.0%,-0.7%,-5.5%,?,-3.7%,·,-6.4%
COc1ccc(C[C@H]2NC[C@H](O)[C@@H]2OC(C)=O)cc1,-4.2%,1.0%,-0.3%,-7.9%,9.1%,-12.7%,·,7.4%
O=[N+]([O-])c1ccc(N2CCOCC2)c2ccncc12,1.4%,1.1%,i,?,5.9%,7.4%,0.7%,-0.3%
COc1cc2c(cc1OC)-c1c(OC)c(OC)cc3c1[C@H](C2)N(C)CC3,1.9%,-16.9%,-5.0%,?,?,-10.4%,-14.5%,1.5%
CCN(CC)C(=O)[C@]1(c2ccccc2)C[C@@H]1CN,-0.7%&-0.4%,-0.7%&1.5%,-6.0%&-5.5%,1.0%,?,-11.9%,·,6.2%
Oc1c(Cl)c(Cl)cc(Cl)c1Cl,-1.6%,2.5%,0.0%,·,·,·,·,-14.2%
C=CCn1c(O)c(C(C)=Nc2ccc(C(=O)O)cc2)c(=O)[nH]c1=O,-2.8%,-2.7%,-3.5%,-5.4%,-4.1%,3.9%,6.2%,-7.3%
CCCC[N+]12CCC(CC1)C(C(O)(c1ccccc1)c1ccccc1)C2 (configuration not stated),-0.1%,-0.1%,-11.4%,-13.6%,-9.1%,-9.1%,4.9%,-13.2%
ClCC(Cl)CCl,-0.6%[201 µM],3.5%[201 µM],3.2%,·,·,·,·,3.2%
CC(Cc1ccccc1)NC(=O)/C=C/C(=O)O (configuration not stated),-0.3%,0.1%,i,2.1%,12.2%,1.2%,-6.3%,2.1%
NC1=N[C@H](O)[C@H]2C3O[C@]4(O)O[C@H](C(O)[C@@]2(N1)[C@@H]4O)C3(O)CO (some centres not stated),-10.0%,8.6%,i,-4.1%,·,-5.3%,·,5.0%
CC(C)C/C(=N/O)c1cn(C)c2ccccc12,-0.7%,-2.7%,-2.7%,-10.3%,-4.4%,8.7%,·,6.4%
O=C(Cn1cnc2sc3c(c2c1=O)CCCC3)NCCCC(=O)N1CCC2(CC1)OCCO2,0.6%,5.6%,i,-3.1%,7.8%,4.7%,·,6.8%
CCOC(=O)C1CN(C)CCC1=O (configuration not stated),0.5%,-11.0%,-8.4%,2.4%,-3.2%,-0.4%,0.6%,6.5%
O=C(COC(=O)c1ccccc1)Nc1ccc(Cl)cc1C(=O)c1ccccc1,-69.7%,-4.5%,-8.7%,-5.1%,-4.5%,-2.6%,-1.0%,-25.3%
CC[C@]12C=CCN3CCC4(c5cc(Br)c(OC)cc5N(C)C4[C@@](O)(C(=O)OC)[C@@H]1OC(C)=O)C32 (some centres not stated),-1.9%,2.5%,9.0%,-9.5%,?,10.5%,14.3%,-7.9%
CCS(=O)(=O)Nc1cccc(C(=C2CCCCC2)c2cnc[nH]2)c1,-0.6%,-6.5%,-5.1%,-2.5%,-2.3%,-1.6%,-11.9%,14.8%
Cc1ccc2c(c1)C1CN(C)CCC1N2S(=O)(=O)c1ccccc1 (configuration not stated),-1.7%,-7.7%,-3.3%,-11.3%,-18.9%,-8.8%,-6.3%,10.6%
c1ccc(-c2cc3c(nc2-c2ccccc2)CCNC3)cc1,-4.3%[11.2 µM],2.3%[11.2 µM],-2.8%[11.5 µM],-0.8%[11.5 µM],·,-3.7%[11.6 µM],·,·
O=C1NC(=O)N(c2ccccc2F)C(=O)/C1=C/c1ccc(Oc2ccc([N+](=O)[O-])cn2)cc1,-1.1%,1.4%,-4.0%,?,?,-16.0%,·,-14.4%
Cc1ccsc1C(=O)C1CCCN(Cc2cccc(-n3cccn3)c2)C1 (configuration not stated),-7.3%,-8.1%,-8.0%,-7.2%,7.9%,2.4%,32.4%[activator],-8.3%

# High-throughput results deposited in PubChem BioAssay by National Center for Advancing Translational Sciences (NCATS).
